PAFAH2 FP inh: PAFAH2 (human) inhibition; Q99487; 0.99% of 340,000 active; inhibition, % at 3.39 µM; recombinant PAFAH2, FP-rhodamine activity probe, fluorescence polarization;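 active = inhibition above the mean over all tested compounds plus 3 SD, cut at about 30% in these data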;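 also: inhibitors block probe labeling of enzyme so polarization drops; 0% = enzyme with DMSO and 100% = wells lacking PAFAH2 protein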
PAD4 FP inh: inhibitors of human PAD4; Q9UM07; recombinant PAD4, RCA probe fluorescence polarization; inhibition, % at 6.36 µM; 0.41% of 330,000 active;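 active = percent inhibition above a cutoff equal to the mean of all tested compounds plus 3 SD, cut at about 15% in these data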;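 also: 0% = PAD4 with RCA probe and DMSO and 100% = probe without PAD4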
LYPLA1 counter: blocks human lysophospholipase 1, a PME1 counter-screen; 0.16% of 320,000 active; O75608; inhibition, % at 5.9 µM; recombinant LYPLA1, FP-Rh probe fluorescence polarization; AID 2174;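 active = inhibition above the mean of all tested compounds plus 3 SD, set per campaign, cut at about 14% in these data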;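 also: inhibitors block serine hydrolase probe labeling of LYPLA1 so polarization falls; 0% = enzyme with DMSO and 100% = wells lacking LYPLA1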
PAFAH1B2 inh: PAFAH1B2 (human) inhibition | 1.2% of 340,000 active | P68402 | recombinant PAFAH1B2, FP-rhodamine activity probe, fluorescence polarization | inhibition, % at 3.39 µM;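 active = inhibition above the mean of all tested compounds plus 3 SD, cut at about 24% in these data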;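 also: 0% = enzyme with DMSO and 100% = wells lacking PAFAH1B2; many of its hits are not listed in these tables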
PAFAH1B3 inh: PAFAH1B3 (human) inhibition. Q15102. recombinant PAFAH1B3, FP-rhodamine probe, fluorescence polarization. inhibition, % at 3.39 µM. 0.28% of 340,000 active;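 active = inhibition above the screen-wide average of all tested compounds plus 3 SD, cut at about 25% in these data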;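 also: 0% = enzyme with DMSO only and 100% = wells lacking PAFAH1B3 protein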
PME-1 primary: PME-1 (human) inhibition. Q9Y570. recombinant PME-1, FP-Rh probe fluorescence polarization. inhibition, % at 5.9 µM. 0.53% of 320,000 active;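 active = inhibition above the campaign mean of all compounds plus 3 SD, cut at about 26% in these data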;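 also: competitive labeling of PME-1 active site by serine hydrolase directed probe; 0% = PME-1 with DMSO and 100% = wells lacking PME-1 enzyme; inhibitors block probe labeling so polarization falls and inhibition rises; many of its hits are not listed in these tables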
GSTO1 inh: GSTO1 inhibition, counter-screen for RBBP9 inhibitors; 1.1% of 300,000 active; P78417; recombinant GSTO1, activity-based probe fluorescence polarization; inhibition, % at 5.96 µM; AID 1974;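 active = inhibition above the campaign mean inhibition plus 3 SD, cut at about 35% in these data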;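 also: 0% = GSTO1-1 with DMSO and 100% = wells lacking GSTO1-1 enzyme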
Target sequence (P78417 whole entry, looked up): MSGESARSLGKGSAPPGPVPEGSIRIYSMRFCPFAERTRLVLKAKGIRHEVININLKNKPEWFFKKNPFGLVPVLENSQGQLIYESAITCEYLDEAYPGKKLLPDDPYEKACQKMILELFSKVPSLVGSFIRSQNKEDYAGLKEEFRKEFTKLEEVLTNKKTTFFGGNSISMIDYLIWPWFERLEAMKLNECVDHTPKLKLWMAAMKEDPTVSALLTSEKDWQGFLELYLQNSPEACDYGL
pPAFAH inh: inhibitors of human plasma PAF acetylhydrolase (pPAFAH) | recombinant pPAFAH, FP-rhodamine probe fluorescence polarization | inhibition, % at 3.39 µM | 1.5% of 330,000 active | AID 463082;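 active = inhibition above the mean inhibition across the screen plus 3 SD, cut at about 25% in these data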;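 also: inhibitors block binding of the rhodamine activity-based probe so polarization drops; 0% = enzyme with DMSO and 100% = wells lacking pPAFAH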
Target sequence (Q13093 whole entry, looked up): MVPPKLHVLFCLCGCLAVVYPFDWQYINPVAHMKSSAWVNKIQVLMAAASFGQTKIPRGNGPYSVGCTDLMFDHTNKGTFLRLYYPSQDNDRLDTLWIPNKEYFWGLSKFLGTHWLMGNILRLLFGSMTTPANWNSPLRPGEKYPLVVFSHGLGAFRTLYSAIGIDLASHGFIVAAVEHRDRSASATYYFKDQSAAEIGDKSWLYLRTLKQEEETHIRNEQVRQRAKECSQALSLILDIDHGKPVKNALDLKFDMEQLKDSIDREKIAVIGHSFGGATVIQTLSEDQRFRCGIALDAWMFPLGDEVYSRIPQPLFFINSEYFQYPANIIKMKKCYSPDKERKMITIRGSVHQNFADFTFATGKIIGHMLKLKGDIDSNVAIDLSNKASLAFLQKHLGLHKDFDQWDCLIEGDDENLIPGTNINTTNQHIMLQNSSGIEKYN
LYPLA2 counter: LYPLA2 (human) inhibition in PME1 counter-screen; O95372; recombinant LYPLA2, FP-Rh probe fluorescence polarization; inhibition, % at 5.9 µM; 0.38% of 320,000 active;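 active = inhibition above the screen-wide mean plus 3 SD, limit set per campaign, cut at about 26% in these data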;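 also: 0% = LYPLA2 with DMSO and 100% = wells lacking LYPLA2 enzyme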
Target sequence (O95372 whole entry, looked up): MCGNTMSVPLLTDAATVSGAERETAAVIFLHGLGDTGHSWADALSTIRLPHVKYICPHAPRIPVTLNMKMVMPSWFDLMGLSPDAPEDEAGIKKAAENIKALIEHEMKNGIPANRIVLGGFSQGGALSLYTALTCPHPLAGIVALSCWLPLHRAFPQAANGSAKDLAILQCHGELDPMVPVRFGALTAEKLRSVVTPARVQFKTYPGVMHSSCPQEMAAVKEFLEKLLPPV
* marks the source's active call; other numbers are inactive results; · = not tested or not shown.

SMILES	PAFAH2 FP inh	PAD4 FP inh	LYPLA1 counter	PAFAH1B2 inh	PAFAH1B3 inh	PME-1 primary	GSTO1 inh	pPAFAH inh	LYPLA2 counter
Cc1c(Cl)c(=O)n2c(=O)c(Cl)c(C)n12	3	2	5	0	2	2	7	5	0
CC1(C)CC(=O)C(C=NC2CCCCC2)=C(O)C1	-4	0	-2	5	-8	0	5	0	-2
Cc1cc(C(F)(F)F)nc(SCC(=O)Nc2c(C)n(C)n(-c3ccccc3)c2=O)n1	-7	2	0	3	11	-1	5	1	1
Cc1cccc(C)c1OCCCCCNCCO	2	-1	4	4	12	1	2	9	6
O=C(NCc1cccnc1)c1cccnc1-c1nc2ccccc2s1	-4	1	2	5	-1	7	4	3	8
COC(=O)c1ccccc1NC(=O)C1CCCC1	-6	1	-7	6	4	-1	6	-4	-12
Cc1c(C(=O)Nc2ccc(F)cc2)oc2ccc(S(=O)(=O)N3CC(C)CC(C)C3)cc12 (stereo not given)	0	0	-11	-6	-5	-10	-1	-7	-13
COc1ccccc1-n1cc(-c2ccccc2)c2c(=S)nc[nH]c21	2	-1	-1	1	2	-3	9	10	4
O=C(Nc1ccccc1)C1=C[C@H](c2ccc3c(c2)OCO3)C[C@H](OCc2ccc(CO)cc2)O1	-15	-1	-2	-3	-5	-5	-1	7	-4
CCOC(=O)COc1cc2c3c(c(=O)oc2cc1C)CCCC3	10	5	-4	3	2	-3	-5	-1	0
CCCCN(C)C(=O)c1cn(CC)c2nc(C)ccc2c1=O	4	3	-2	0	8	-6	-6	8	5
CCC1Cc2c(nc(N)c3c(N)nc(N4CCCCC4)c(C#N)c23)O1 (stereo not given)	10	-3	10	3	5	17	1	23	8
O=C(NCc1n[nH]c(=S)n1-c1ccc(Cl)c(Cl)c1)c1cccs1	-1	-4	-3	4	10	-2	-2	-2	-10
Cc1cc(C)c(S(=O)(=O)N2CCC(C(=O)NCc3ccc(Cl)cc3Cl)CC2)c(C)c1	-9	3	-10	4	-2	-6	-1	-3	-15
CC(Cc1cccs1)NC(=S)Nc1ccc(Cl)c(Cl)c1 (stereo not given)	12	-2	-4	0	-4	5	-2	0	-5
CCCC(=O)NC(Nc1ccccc1OC)C(Cl)(Cl)Cl (stereo not given)	-4	-2	2	5	7	0	6	1	-1
COc1ccc(S(=O)(=O)n2cnc3ccccc32)cc1	1	-9	2	2	0	-6	3	-2	0
Cc1cc(OCC(=O)Nc2ccc3oc(-c4ccncc4)nc3c2)ccc1Cl	0	-3	1	2	2	-6	-5	-5	-2
O=C(Nc1cccnc1)Nc1ccc(F)c(Cl)c1	-5	-3	-8	-2	7	-5	-13	-3	1
Cc1ncc(CN2CCC(CO)(CCc3ccccc3)CC2)s1	1	-1	3	-2	-6	-4	-2	-4	5
Cc1ccc2c(c1)N(C(=O)CCC(=O)NCCCN(C)Cc1ccccc1)CCO2	3	-2	0	4	11	-1	0	2	-6
Cc1ccc(C)c(-c2nnc(NC(=O)Cc3ccccc3)o2)c1	10	2	-1	4	5	-3	-2	-2	13
O=C(N/N=C/c1ccc[nH]1)c1cc2ccccc2cc1O	10	-6	-14	7	22	20	9	25*	-10
CCc1nnc(NC(=O)c2ccc3nc(CC)c(CC)nc3c2)s1	4	5	2	6	-2	-4	8	-4	-5
Cc1ccc(Cl)cc1N1CCN(S(=O)(=O)c2ccc3c(c2)OCCO3)CC1	-1	1	-4	-1	1	-1	-2	0	-5
CC(C)(C)NC(=S)NCc1cccnc1	-4	-3	3	2	5	1	-3	2	1
CC1CCCc2sc3nc(NCc4ccco4)n4ncnc4c3c21 (stereo not given)	0	-3	-2	2	3	-1	-5	-1	-12
COc1ccc(C(=O)O/N=C(\N)c2ccc(OC)c(OC)c2)c(OC)c1	-2	4	3	5	3	-4	-1	-3	7
O=S(=O)(c1ccc(Cl)nc1)N1CCc2ccccc21	10	5	3	7	1	-4	6	0	-4
Cc1ccccc1-n1ncc2c1CC(C)(C)CC2NC(=O)CCCN1CCCC1=O (stereo not given)	0	2	2	-6	4	-1	4	6	-1
Cn1cnc(S(=O)(=O)N2CCc3ccccc32)c1	-6	1	-1	-1	2	-5	-2	3	-1
COc1ccc(-c2cnc(N)n2CC2CCCO2)cc1 (stereo not given)	-3	-4	2	1	3	-1	-5	5	0
O=C(CNC(=O)c1ccccc1)NCCc1ccc(O)c(O)c1	5	4	0	3	8	-2	75*	14	1
C/C(N)=C(/C#N)C(=O)CSc1ncnc2ccccc12	-7	-1	-5	5	0	4	10	5	0
CCC(C)NC(=O)CN(C1CCCCC1)S(C)(=O)=O (stereo not given)	1	-2	1	1	-2	2	-8	3	4
C#CCOCCOCCOCCNc1nc(N2CCN(C(=O)[C@H](CCCN=C(N)N)n3cc(C(N)[C@@H](C)CC)nn3)CC2)nc(N2CCN(C(=O)[C@H](CCC(=O)O)n3cc([C@@H](N)CCCCN)nn3)CC2)n1 (stereo not given in full)	10	-3	·	5	10	·	·	0	·
CN1C(=O)C(C)(C)c2cc(S(=O)(=O)N3CCN(c4ccc(F)cc4)CC3)ccc21	-2	-3	-4	3	5	8	2	3	-5
Cc1ccc(C)c(Cn2c3ccccc3c3cnn(CC(=O)NCc4ccccn4)c(=O)c32)c1	-6	-3	0	-2	-3	-10	6	0	-6
CC(C)OCCCNC(=O)c1cn(C)c2ccc(S(=O)(=O)N(C)C3CCCCC3)cc2c1=O	8	1	-1	5	9	5	3	4	4
CC(C)C(=O)N1C2CCC1CC(O)(c1ccc(F)cc1)C2 (stereo not given)	-4	-1	1	3	12	4	-1	-1	1

The list goes on; it opens with the three that closed the last part.
SMILES	PAFAH2 FP inh	PAD4 FP inh	LYPLA1 counter	PAFAH1B2 inh	PAFAH1B3 inh	PME-1 primary	GSTO1 inh	pPAFAH inh	LYPLA2 counter
Cc1ccc(C)c(Cn2c3ccccc3c3cnn(CC(=O)NCc4ccccn4)c(=O)c32)c1	-6	-3	0	-2	-3	-10	6	0	-6
CC(C)OCCCNC(=O)c1cn(C)c2ccc(S(=O)(=O)N(C)C3CCCCC3)cc2c1=O	8	1	-1	5	9	5	3	4	4
CC(C)C(=O)N1C2CCC1CC(O)(c1ccc(F)cc1)C2 (stereo not given)	-4	-1	1	3	12	4	-1	-1	1
CC(C)NC(=O)CCn1c(=S)oc2ccccc21	4	-6	0	-2	1	-4	7	1	6
O=C(COc1cccc2ccccc12)NNC(=O)C1CCCO1 (stereo not given)	-2	-1	-3	0	3	-8	3	-1	2
COC(=O)/C=C/C(=O)Nc1cccc(C(F)(F)F)c1	2	-3	0	3	-2	-4	5	-10	-6
CCOC(=O)C1CCN(C(c2cc3ccc(C)c(C)c3[nH]c2=O)c2nnnn2C2CCCCC2)CC1 (stereo not given)	0	-1	3	3	4	0	-1	4	-1
Cc1[nH]n(-c2ccccc2)c(=O)c1N=Nc1ccc2c(c1)OCO2	6	-2	2	3	13	8	2	3	2
COc1ccccc1N1CCN(C2CCCN(Cc3cccc(O)c3)C2)CC1 (stereo not given)	-1	-3	3	-3	-5	-3	7	2	4
O=C(O)CSc1c[nH]c2ccccc12	0	2	4	3	5	-1	-4	2	1
CC1(C)C(=O)Nc2ccccc2N1C(=O)COC(=O)c1ccc([N+](=O)[O-])o1	-8	-11	·	7	1	·	·	7	·
COc1ccccc1NC(=O)C(=O)N/N=C(\C)CC(=O)Nc1ccc(OCc2ccccc2)cc1	3	-6	-9	0	0	-36	-12	1	-17
CC1=CC(=O)C=C(C)C1=NOC(=O)c1cccc([N+](=O)[O-])c1	12	-6	2	1	6	-27	17	-2	4
CCOC(=O)c1c(C)[nH]c(C(=O)N/N=C/c2cc([N+](=O)[O-])ccc2O)c1C	6	4	-2	7	3	-1	13	9	3
Cn1c(CC(=O)Nc2ccccc2)nnc1SCC(=O)NC1=NCCS1	1	-4	-1	-2	8	3	-2	2	-5
COc1ccc(C)cc1NC(=O)/C=C/c1ccc(OC)c(S(=O)(=O)N2CCOCC2)c1	0	-1	-2	4	9	-2	·	0	-5
Cc1cccc(N/C=C/C(=C(C#N)C#N)N(C)C)c1	10	1	4	-3	12	7	1	7	11
Cc1cccc(N2CCN(C(=O)c3c(-c4ccccc4)noc3C)CC2)c1C	-1	3	-4	5	1	3	-3	-7	-3
COc1ccc(OC)c(C2CC(=O)Nc3c2c(=O)[nH]c2ncnn32)c1 (stereo not given)	-3	1	0	1	16	-2	10	8	0
O=C(N/N=C/c1ccccc1OC(F)F)NC1CCCCC1	0	-5	-2	-1	6	-5	-4	-3	5
CCN1C(=O)[C@H]2[C@H]3CN=C(SC)N3[C@@](Cc3ccccc3)(C(=O)OC)[C@H]2C1=O	7	3	·	2	2	·	·	3	·
COc1ccc(CC(=O)Nc2c(C(=O)N3CCN(c4ccccc4)CC3)oc3ccccc23)cc1OC	-7	-3	-2	3	3	3	5	3	3
COc1ccc(C(O)P(=O)(OCCC(C)C)c2ccc(N(C)C)cc2)cc1OC (stereo not given)	1	2	0	3	-3	-5	-4	-1	-3
Cc1ccccc1OCC(=O)NCCNC(=O)c1cccnc1	3	2	0	-3	14	2	1	7	-3
COCCNc1nc(N)c([N+](=O)[O-])c(NCC2CCCO2)n1 (stereo not given)	4	1	1	4	1	3	2	0	4
COC(=O)N/N=C\c1c(C)nn(-c2ccccc2)c1Cl	1	2	-2	6	5	0	0	7	3
COc1ccc(N2C(=O)C3CCCN3C2=S)cc1 (stereo not given)	3	1	-4	6	3	-4	0	0	-1
COc1ccccc1NC(=O)C(C)OC(=O)C1COc2ccccc2O1 (stereo not given)	0	-2	-3	6	2	3	·	8	-2
Cc1cccc(Cn2c(SCCN3CCOCC3)nc3c2c(=O)n(C)c(=O)n3C)c1	3	3	-2	0	-12	4	-4	3	-1
CCOc1ccc2nc(NC(=O)CN3CCOCC3)sc2c1	0	1	2	4	1	-4	-1	-9	-4
CC(=O)c1ccc(OCC(=O)NCC(c2ccco2)N2CCCCC2)cc1 (stereo not given)	2	-3	2	1	13	8	5	-1	0
CCOC(=O)N1CCN(C(=S)NC(=O)c2c(-c3c(Cl)cccc3Cl)noc2C)CC1	-3	0	0	2	-2	9	0	8	-1
CCOc1cccc(SCc2noc(C(=O)NCCOC)c2C(=O)O)c1	4	4	1	4	4	0	4	-3	0
O=C(NCC1CCN(c2ccc(S(=O)(=O)N3CCOCC3)cc2)CC1)c1cccc(Cl)c1	7	-1	1	3	4	2	3	6	32*
O=C(O)c1ccccc1CSc1nc2ccccc2[nH]1	-5	0	-3	5	6	-4	9	2	-6
Cc1cc(C)c(C(=O)C(C)OC(=O)Cc2n[nH]c(=O)c3ccccc23)cc1C (stereo not given)	15	2	5	9	5	9	2	8	3
CCCC(=O)Nc1ccc(C(=O)NNC(=S)NC(=O)c2ccc(Br)o2)cc1	0	0	0	6	15	0	44*	8	-2
CC(C)(CO)NCc1ccccc1OCC(=O)Nc1ccccc1	-4	-6	-1	-4	8	-2	5	3	0
CCOC(=O)c1c(-c2ccc(C)cc2)csc1NC(=O)CCSc1nnc2ccccn12	-6	0	-1	-2	0	-2	-3	2	2
CCN(C(=O)/C=C/c1ccc(OC)cc1)C1CCCCC1	-3	-1	-3	1	2	-7	-1	4	-4
CC(=O)Nc1cccc(NC(=O)CS(=O)(=O)c2cn(CC(=O)N(C(C)C)C(C)C)c3ccccc23)c1	2	-3	-3	3	2	-1	3	-1	1

Compound activity from PubChem.

Only part of the results is shown; count on the stated rates, not on these rows.
